# CHRM1 antagonist: human M1 muscarinic receptor antagonists, primary screen, CHO-K1 cells, Fluo-8 calcium fluorescence, 1536-well; Muscarinic acetylcholine receptor M1 (Homo sapiens), P11229; CHO-K1 hM1, ACh EC80 antagonist; inhibition, % at 3 µM; actives 1.3% (n = 360,000); AID 588852, 2011;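 active = percent inhibition above its own plate's cutoff, namely the mean of that plate's compound wells plus 3 SD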;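 also: peak over basal fluorescence ratio during 140 s after agonist addition; 0% = ACh EC80 plus DMSO and 100% = DMSO alone without agonist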
# Target sequence (P11229 whole entry, looked up): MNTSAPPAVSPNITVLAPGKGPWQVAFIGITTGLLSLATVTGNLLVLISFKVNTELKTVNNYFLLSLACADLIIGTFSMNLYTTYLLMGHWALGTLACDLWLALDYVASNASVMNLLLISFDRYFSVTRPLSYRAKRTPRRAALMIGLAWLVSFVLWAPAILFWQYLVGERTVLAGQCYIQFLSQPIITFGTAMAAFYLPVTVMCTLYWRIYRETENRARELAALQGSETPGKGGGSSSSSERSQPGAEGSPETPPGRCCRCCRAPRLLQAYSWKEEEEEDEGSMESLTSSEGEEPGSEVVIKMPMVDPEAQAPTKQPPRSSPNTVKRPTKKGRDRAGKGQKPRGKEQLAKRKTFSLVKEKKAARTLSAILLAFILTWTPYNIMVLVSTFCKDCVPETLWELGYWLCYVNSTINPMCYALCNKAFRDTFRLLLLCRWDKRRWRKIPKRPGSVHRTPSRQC
# CHO-K1 Ca PAM: nonselective calcium activators in parental CHO-K1 cells, primary screen, counter-screen for M1 PAM project, cell-based, Fluo-8 calcium fluorescence, full deck, 1536-well; AID 602247, 2012; activation, % at 3 µM; actives 0.02% (n = 360,000); ATP EC20; 0% at ATP EC20, 100% at ATP max;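 active = activation above the run cutoff, the mean activation of all test compounds plus 3 SD, cut at about 40% in these data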;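 also: peak over basal fluorescence ratio in a 140 s read after ATP addition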
# CHO parental Ca: ATP-evoked calcium signal inhibitors, parental CHO, primary screen, counter-screen for OX1R antagonist project, cell-based, fluorescence, Fluo-8 calcium dye. inhibition, % at 5.6 µM. actives 0.63% (n = 330,000). parental CHO-K1, ATP-induced calcium, Fluo-8 fluorescence. AID 463079, 2010;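 active = inhibition above that plate's mean sample inhibition plus 3 SD, cut at about 26% in these data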;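 also: 0% = ATP-challenged DMSO wells and 100% = DMSO wells without ATP; some compounds past the cut are filed as inactive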
#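 Assay system: untransfected parental CHO cell line. Also added: ATP agonist challenge. Dosing: one dose, 5.6 µM nominal. Measured by: Fluo-8 fluorescence. Read-out: % inhibition. Benchmarks: ATP wells versus no-ATP DMSO wells. Repeats: no replicates.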
# CHO-K1 Ca antag: M1 antagonist counterscreen hit in parental CHO-K1 cells; actives 0.6% (n = 360,000); inhibition, % at 3 µM; ATP-induced calcium, Fluo-8 fluorescence; AID 602250;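 active = inhibition above a per-plate cutoff, the plate's mean sample inhibition plus 3 SD, cut at about 24% in these data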;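 also: 0% = DMSO plus EC80 ATP and 100% = DMSO alone without ATP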
# M1 PAM: human M1 muscarinic receptor positive allosteric modulators, primary screen, CHO-K1 cells, Fluo-8 calcium fluorescence, 1536-well; Muscarinic acetylcholine receptor M1 (Homo sapiens), P11229; CHO-K1 hM1, ACh EC20; 0% = ACh EC20, 100% = maximal ACh; activation, % at 3 µM; actives 0.088% (n = 360,000); in the data active = activation above about 19%, passing the limit was not always enough
# CHO-K1 Ca ag: counter-screen for M1 agonists: effect in parental CHO-K1 cells; actives 0.48% (n = 360,000); Fluo-8 calcium fluorescence; scaled to maximal ATP response, vehicle zero; AID 602248, 2012; activation, % at 3 µM; in the data active = activation above about 15%;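 also: untransfected CHO-K1 host cells lacking M1 receptor as counterscreen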
# M1 ag: human M1 muscarinic receptor agonists, primary screen, Fluo-8 calcium fluorescence, CHO-K1 cells, HTS | Muscarinic acetylcholine receptor M1 (Homo sapiens), P11229 | CHO-K1 hM1, agonist mode; 0% DMSO, 100% acetylcholine EC100 | activation, % at 3 µM | actives 0.33% (n = 360,000) | AID 588814, 2011;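 active = activation above the run's mean compound activation plus 3 SD, cut at about 16% in these data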;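 also: peak over basal fluorescence ratio within a 140 s kinetic read after compound addition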
# TAAR1 agonist: human TAAR1 agonists, primary screen, Fluo-8 calcium fluorescence, CHO RD-HGA16 cells; vehicle wells 0%, saturating PEA agonist 100%; activation, % at 3 µM; actives 0.99% (n = 360,000); AID 624467, 2012;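 active = activation above the mean activation of all test compounds in the run plus 3 SD, cut at about 38% in these data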
# Target sequence (Q96RJ0 whole entry, looked up): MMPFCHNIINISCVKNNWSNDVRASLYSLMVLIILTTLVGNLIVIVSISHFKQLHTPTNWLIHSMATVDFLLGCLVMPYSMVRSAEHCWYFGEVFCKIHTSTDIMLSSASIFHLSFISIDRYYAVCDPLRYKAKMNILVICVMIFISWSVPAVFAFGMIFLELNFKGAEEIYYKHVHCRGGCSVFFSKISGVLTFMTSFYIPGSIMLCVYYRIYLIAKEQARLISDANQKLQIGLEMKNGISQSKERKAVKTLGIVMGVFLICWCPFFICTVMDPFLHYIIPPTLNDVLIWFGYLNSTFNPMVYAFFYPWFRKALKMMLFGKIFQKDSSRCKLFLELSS
#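 Assay system: CHO-derived RD-HGA16 cells with stable Gα16 and human TAAR1; timing: 17-24 h seeding, 75 min 37 °C dye, 30 min RT; read-out: % activation from peak over basal fluorescence ratio, DMSO-to-PEA scaled; measured by: kinetic Fluo-8 calcium fluorescence; benchmarks: low control DMSO, high control PEA (EC100); doses: 3 µM single concentration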
# TAAR1 antag: human TAAR1 antagonists, primary screen, Fluo-8 calcium fluorescence, CHO RD-HGA16 cells | inhibition, % at 3 µM | AID 624466, 2012 | Trace amine-associated receptor 1 (Homo sapiens), Q96RJ0 | antagonist | actives 1.5% (n = 360,000);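 active = inhibition above a per-plate cutoff, the mean inhibition of test compounds on that plate plus 3 SD, cut at about 49% in these data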;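 also: 0% = DMSO plus EC80 beta-PEA response and 100% = DMSO alone without agonist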
#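 System: RD-HGA16 CHO cells with stable hTAAR1 and Gα16 | Probe or stimulus: EC80 β-phenethylamine stimulus | Dosing: 3 µM, single point | Times: Dye loading 75 min at 37 °C, then 30 min room temperature | Measured by: Fluo-8 calcium-sensitive fluorescence | Read-out basis: % inhibition of agonist calcium response | Replicates: n of 1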
# * = called active by the depositor; / = not tested or not shown.
SMILES,CHRM1 antagonist,CHO-K1 Ca PAM,CHO parental Ca,CHO-K1 Ca antag,M1 PAM,CHO-K1 Ca ag,M1 ag,TAAR1 agonist,TAAR1 antag
Cc1cc2nc3c(nc2cc1C)C1(C(=O)N(C)C)CCC3(C)C1(C)C (stereo not given),1.0,12.6,-6.7,-2.1,4.8,0.4,-6.6,-0.5,8.6
COc1ccc2oc(=N)c(C(=O)Nc3cccc(C)c3C)cc2c1,-7.8,-22.1,11.5,20.6,13.0,-0.5,0.5,3.1,-4.7
CC(C)(C)C(=O)N1CCN(c2ccnc3cc(Cl)ccc23)CC1,-10.0,-24.2,-5.4,5.5,5.7,0.9,-3.3,3.4,-15.3
COc1cc(S(=O)(=O)NCC2CCCO2)c(OC)cc1Cl (stereo not given),-63.0,21.1,-5.0,-13.9,25.9*,0.2,5.4,4.8,-7.5
Cc1cccc(OCC(=O)Nc2ccc3c(c2)OCO3)c1C,-4.0,-3.2,-11.1,-5.6,10.2,0.1,-4.5,-1.9,-15.3
CCOc1ccc(C(CC(=O)O)NC(=O)Cc2ccc(Cl)cc2)cc1 (stereo not given),-13.3,5.5,-3.0,-8.5,7.1,1.0,-0.6,1.2,2.2
CN(C(=O)c1ccc(NC(=O)Cc2ccccc2)cc1)c1ccccc1,2.0,-11.6,-4.2,3.5,-0.8,2.7,-0.5,3.3,-11.5
CN1C(=O)NC(c2cccc([N+](=O)[O-])c2)C2=C1CC(C)(C)CC2=O (stereo not given),-2.3,21.7,0.5,-12.4,3.2,1.3,-4.6,0.1,-2.1
COc1ccc(N2C(=O)CC(N3CCN(S(=O)(=O)c4ccc(Cl)cc4)CC3)C2=O)cc1 (stereo not given),-11.4,10.9,-15.3,-2.7,5.3,1.4,-3.9,4.8,6.4
CN(CCc1ccccn1)C(=O)c1cccnc1Oc1ccccc1,7.1,9.8,-2.4,-6.9,-4.1,0.3,-1.3,3.3,-33.6
COc1cccc(OCc2ccc(Cn3nc(NC(=O)NCCc4ccc(OC)c(OC)c4)c4ccccc43)cc2)c1,-13.7,-11.7,/,-5.8,12.7,-0.1,-0.5,1.0,-9.0
N#Cc1ccc(/C=C\c2nccc3c2[nH]c2ccccc23)cc1,2.8,-7.6,6.9,-2.5,-1.5,1.3,-7.3,3.8,26.8
COCc1nnc(NC(=O)CS(=O)(=O)Cc2ccccc2)s1,-9.2,2.9,-10.5,0.6,-2.0,0.1,-2.7,13.7,-7.5
Cc1cc(C(C)(C)C)cc(S(=O)(=O)NCCc2ccncc2)c1C,17.6,14.9,-14.1,-8.8,-7.0,2.2,-6.0,8.9,4.8
CSc1nsc(SCCN2C(=O)c3ccccc3C2=O)n1,-14.6,32.3,-10.9,-22.3,7.3,0.5,-4.7,8.6,-6.1
Cc1ccc(NS(=O)(=O)c2c(C(=O)N3CCCCCC3)c(C)n(C)c2C)c(Cl)c1,-11.0,11.1,-15.7,-18.1,7.9,0.2,-4.1,-0.8,-9.9
CCCCNS(=O)(=O)c1ccc2nc(SCC(=O)Nc3cccc(F)c3)[nH]c2c1,-2.2,16.8,-16.8,5.9,8.8,1.0,-4.6,4.4,-0.9
O=C(CC(C(=O)N1CCc2ccccc21)n1ccnc1)N1CCc2ccccc2C1 (stereo not given),-2.3,30.5,-22.2,-12.6,3.1,-0.3,-5.2,5.2,-0.6
O=C(N/N=C/c1ccc(OC(=O)c2ccc3c(c2)OCO3)cc1)c1cncc(Br)c1,8.2,11.2,-6.4,-11.9,2.3,0.2,3.3,-1.8,1.8
O=C(Nc1ccc(N2CCOCC2)c2nonc12)C1CCCC1,-9.9,-5.1,-5.3,16.9,-0.8,-0.3,-2.3,5.1,7.7
O=C(c1ccc(Br)o1)N1CCN(CCOc2ccccc2)CC1,0.2,2.4,-7.0,-6.0,5.1,10.8,-7.3,0.3,-6.5
O=C(CSC1=NCCS1)NC(c1ccccc1)c1ccccc1,-0.1,26.7,-21.5,-10.0,9.4,2.3,-8.3,8.0,-15.5
CCOC(=O)c1cc(-c2ccc(N3C(c4ccsc4)=Cc4ccccc4C3CC(C)=O)cc2)cc([N+](=O)[O-])c1 (stereo not given),/,8.1,/,-5.0,/,-0.3,/,2.7,-12.0
Cc1cc(/C=N/NC(=O)CC2(C)OCCO2)c(C)n1-c1cc(Cl)cc(Cl)c1,-8.1,17.5,-30.0,-11.8,5.0,0.4,-3.4,71.5*,4.4
COc1ccc(N=C2C=CC(=O)O2)cc1,-13.0,27.1,/,-10.4,10.0,1.1,-2.2,1.4,-3.2
C=CCN(C(=O)c1csnn1)C(C(=O)NC1CCCCC1)c1ccc(Cl)cc1 (stereo not given),-12.2,10.4,-16.9,-10.4,10.0,1.5,-6.0,1.2,0.9
O=C(CSc1n[nH]c(-c2ccccc2)n1)N1CCOCC1,-9.9,2.5,-17.7,-18.3,5.8,2.1,-2.4,-2.1,-9.9
CC[n+]1c(/C=C/N(C)c2ccccc2)oc2ccccc21,24.6,3.6,-8.8,-1.2,-14.6,0.4,-8.2,1.5,9.9
COc1ccccc1NC(=O)Cc1nnc(SCC(=O)Nc2ccc(F)cc2F)n1C,-21.1,7.5,-11.8,-21.1,12.3,0.4,-3.7,0.4,-5.4
Cc1cccc(NC(=O)COC(=O)c2cccc3c2C(=O)c2ccccc2C3=O)c1C,29.0*,17.2,-27.4,-3.9,-16.7,4.0,-7.3,10.1,39.4
CCn1ccnc1[C@@H]1C[C@H]2CN(Cc3cccc(Cl)c3)C(=O)[C@]23CCCN13,-15.3,21.9,-9.2,-17.6,16.2,0.0,-9.3,1.5,3.1
CCOC(=O)c1c(O)c2cc(Cl)ccc2n(CC)c1=O,1.0,-10.9,1.1,3.6,3.4,-0.4,-2.5,-1.0,-39.1
CCCNS(=O)(=O)c1cc2c3c(c1)C(C)C(=O)N3CCC2 (stereo not given),21.5,-15.4,-1.0,3.9,-4.4,0.0,-2.4,2.8,-23.4
Cc1ccc(S(=O)(=O)c2nc(-c3ccccc3)oc2NCCCN2CCOCC2)cc1,-11.2,25.2,/,-9.8,16.7,0.2,-4.7,7.3,-4.6
COc1ccc(-n2c(=O)c3ccccc3n(CC(=O)Nc3ccccc3OC)c2=O)cc1,-9.0,9.9,7.1,-7.8,8.0,1.0,-3.5,-1.1,-18.1
CNC(=S)N/N=C(\C)c1ccc(-n2ccnc2)cc1,4.7,-0.4,1.7,-6.3,6.1,0.3,-3.8,9.6,1.6
Cc1ccc(C(=O)CN2C(=O)NC3(CCc4ccccc43)C2=O)c(C)c1 (stereo not given),-1.5,1.4,-24.5,2.0,1.2,1.2,-4.7,0.7,-10.3
O=S1(=O)CCN(c2ccccc2CC(c2c[nH]c3ccccc23)c2c[nH]c3ccccc23)CC1,-12.3,12.4,/,2.6,6.5,2.6,3.1,6.6,24.1
CC1=C(C(=O)OCCc2ccccc2)C(c2ccsc2)NC(=O)N1C (stereo not given),-11.1,7.9,-3.8,-15.9,4.9,2.7,-5.4,-0.8,17.8
NC(=O)c1cccnc1OCC(F)(F)F,0.3,17.5,-8.6,-7.2,19.0,0.5,3.4,5.8,7.5
Cc1cc(C(=O)NCCCN2CCN(C3CCCCC3)CC2)n(-c2ccccc2)n1,6.7,7.6,3.2,12.7,-0.3,-0.5,36.1*,0.2,-11.5
COC(=O)c1c(C(=O)OC)c(-c2cccc(C)c2)n2c1CS(=O)(=O)C2,-0.4,23.0,-17.4,-11.5,1.1,0.8,-3.6,-4.3,0.1
C=CCOc1c(Br)cc(CNn2c(C)n[nH]c2=S)cc1OC,-6.0,8.3,-15.8,-24.6,8.8,5.6,-1.6,-0.6,-8.6
O=C(COc1cccc2ccccc12)Nc1cc(Cl)ccc1C(=O)O,-14.2,7.1,1.1,10.0,9.5,0.0,-1.1,-1.6,-28.8
COC(=O)C1=C(C)N(c2cccc(Cl)c2)C(=O)C1,-25.3,11.7,-14.1,-12.6,14.6,0.5,-1.2,4.9,-7.7
Cc1cccc(OCc2nc(-c3ccccn3)n[nH]2)c1,-4.0,1.3,-8.4,-5.3,1.2,0.3,-2.6,6.2,-7.4
CCOC(=O)[C@]12CCC=C1N(Cc1cccc3ccccc13)C(=O)[C@H](CC(=O)NCc1cccc3ccccc13)C2,/,13.0,/,-23.0,/,0.7,/,6.0,-5.5
CCOc1cc(C(c2c(O)nc(SC)[nH]c2=O)c2c(O)nc(SC)[nH]c2=O)ccc1O,-8.2,13.8,-0.3,-14.6,6.1,1.0,-0.2,1.1,3.7
CN(C)CCNc1nc(-c2ccccc2)c2c(c1C#N)CC(C)(C)OC2,3.4,18.4,-2.8,0.9,8.2,0.3,-5.0,8.9,4.3
Cn1c(SCc2cccc3ccccc23)nnc1-c1ccco1,-13.1,17.4,-27.8,-10.0,4.8,1.0,-2.6,8.9,-16.0
CCOc1ccc(OCC)c(NC(=O)CCS(=O)(=O)c2ccc(Br)s2)c1,-7.9,17.9,-32.1,-5.1,8.2,-0.2,-2.0,3.9,-17.2
Cc1c(C)c2ccc(OCC(=O)N(C)C3CCS(=O)(=O)C3)c(C)c2oc1=O (stereo not given),-10.7,-6.1,-5.7,19.8,6.2,0.0,-1.7,6.3,1.6
Cc1cc(C)n2cc(CSc3nnnn3-c3ccccc3C)nc2n1,-6.8,10.6,-17.6,4.8,5.0,0.7,-4.7,15.3,15.4

# Part of the list above, reduced to CHO-K1 Ca ag and CHO-K1 Ca antag:
Compound | CHO-K1 Ca ag | CHO-K1 Ca antag
CCOC(=O)[C@]12CCC=C1N(Cc1cccc3ccccc13)C(=O)[C@H](CC(=O)NCc1cccc3ccccc13)C2 | 0.7 | -23.0
CCOc1cc(C(c2c(O)nc(SC)[nH]c2=O)c2c(O)nc(SC)[nH]c2=O)ccc1O | 1.0 | -14.6
CN(C)CCNc1nc(-c2ccccc2)c2c(c1C#N)CC(C)(C)OC2 | 0.3 | 0.9
Cn1c(SCc2cccc3ccccc23)nnc1-c1ccco1 | 1.0 | -10.0
